Source: PubChem BioAssay
Efflux pump mplx = inhibitors of Candida antifungal efflux pumps expressed in yeast; 330,000 tested, 0.44% active; inhibition, % at 10 µM; S. cerevisiae Candida pump triplex, Nile Red efflux; AID 485275;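 active = plate passing quality check with inhibition over a set limit, or well fluorescence over plate mean plus 4 SD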;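 note: Nile Red retained in pooled yeast measured as flow cytometry median fluorescence; 0% = buffer negative control and 100% = Enniatin B positive control; higher means more Nile Red kept so more efflux inhibition; some compounds called inactive have numbers as strong as hits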
AHR activator = activates the human aryl hydrocarbon receptor | AHR-responsive luciferase reporter cells, luminescence | activation, % at 5 µM | 320,000 tested, 2.5% active | P35869; in the data active = activation above about 47%;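 note: 0% = vehicle wells and 100% = reference agonist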
Target sequence (P35869 whole entry, looked up): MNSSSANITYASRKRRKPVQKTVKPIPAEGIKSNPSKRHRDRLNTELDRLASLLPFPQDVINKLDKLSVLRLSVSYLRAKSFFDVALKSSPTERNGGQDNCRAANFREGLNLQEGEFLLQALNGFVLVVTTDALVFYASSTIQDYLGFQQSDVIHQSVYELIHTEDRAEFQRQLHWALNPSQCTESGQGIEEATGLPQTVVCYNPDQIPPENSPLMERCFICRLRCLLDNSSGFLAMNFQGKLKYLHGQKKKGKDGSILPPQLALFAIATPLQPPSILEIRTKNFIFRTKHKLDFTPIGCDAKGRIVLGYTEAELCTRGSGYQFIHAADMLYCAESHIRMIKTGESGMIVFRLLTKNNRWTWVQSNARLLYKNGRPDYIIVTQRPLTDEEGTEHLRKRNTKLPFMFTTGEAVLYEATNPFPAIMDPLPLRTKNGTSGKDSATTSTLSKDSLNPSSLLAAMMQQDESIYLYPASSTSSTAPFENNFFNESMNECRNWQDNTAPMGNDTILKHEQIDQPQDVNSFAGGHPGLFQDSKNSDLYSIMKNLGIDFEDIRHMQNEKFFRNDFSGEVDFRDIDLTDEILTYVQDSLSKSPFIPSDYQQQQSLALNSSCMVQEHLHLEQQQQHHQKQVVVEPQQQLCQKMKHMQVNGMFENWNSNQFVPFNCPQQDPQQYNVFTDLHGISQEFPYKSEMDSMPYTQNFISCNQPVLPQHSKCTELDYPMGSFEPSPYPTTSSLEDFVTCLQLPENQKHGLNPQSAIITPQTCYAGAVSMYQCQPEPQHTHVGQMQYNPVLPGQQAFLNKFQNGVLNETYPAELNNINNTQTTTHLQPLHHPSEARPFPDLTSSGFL
LAP4-GFP MLPCN = yeast TOR pathway LAP4-GFP modulation; AID 2023; GFP response vs DMSO, % at 10 µM; 320,000 tested, 0.34% active; S. cerevisiae LAP4-GFP multiplex, flow cytometry GFP, 3 h; median GFP as percent of DMSO wells;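 active = GFP response vs DMSO above a set limit, about the screen mean plus 3 SD, cut at about 150% in these data; inconclusive = under 70 cell events counted for the yeast strain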
CR mimetic SO = lowers age-related superoxide in aged yeast cells; superoxide response (% of plate mean), % at 10 µM; AID 2690; S. cerevisiae aged cells, superoxide DHE fluorescence; active compounds read low; 330,000 tested, 0.18% active;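 active = superoxide response under a set limit, about three screen SD below normal, cut at about 65% in these data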;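 note: yeast aged for seven days with compound at 30 °C before DHE staining; 100% = average MFI of all compound-treated wells on the plate with controls excluded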
AGP1-GFP MLPCN = yeast TOR pathway AGP1-GFP modulation | 320,000 tested, 0.02% active | S. cerevisiae AGP1-GFP multiplex flow cytometry, 3 h; GFP as percent of DMSO wells | GFP response vs DMSO, % at 10 µM | AID 2066;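 active = GFP response relative to DMSO above a set limit, near screen average plus 3 SD, cut at about 150% in these data; inconclusive = fewer than 70 cells counted for the yeast strain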;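 note: median GFP channel fluorescence of the gated AGP1 strain per well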
MEP2-GFP yeast = modulators of TOR pathway MEP2-GFP in S. cerevisiae. GFP response vs DMSO, % at 10 µM. S. cerevisiae MEP2-GFP strain, flow cytometry GFP, 3 h; 100% = DMSO control level. 330,000 tested, 0.51% active;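 active = GFP response versus DMSO above a set limit, roughly screen mean plus 3 SD, cut at about 180% in these data; inconclusive = fewer than 70 cells counted for a yeast strain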;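 note: median GFP fluorescence of the barcode-gated MEP2-GFP cells per well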
CIT2-GFP yeast = alters CIT2-GFP fluorescence in TOR pathway yeast screen | S. cerevisiae CIT2-GFP strain, flow cytometry, 3 h; 100 means same as DMSO wells | GFP response vs DMSO, % at 10 µM | 320,000 tested, 0.065% active | AID 2029;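 active = GFP response relative to DMSO above a set limit, near the screen mean plus 3 SD, cut at about 150% in these data; inconclusive = Fewer than 70 cells measured for a yeast strain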;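 note: ratio of well median GFP fluorescence to mean of DMSO wells on the plate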
RPL19A TOR yeast = yeast TOR pathway RPL19A-GFP modulation; S. cerevisiae RPL19A-GFP strain, flow cytometry, 3 h; active compounds read low; 330,000 tested, 0.3% active; percent response vs DMSO, % at 10 µM;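 active = percent response vs DMSO below 50%; inconclusive = fewer than 70 events counted for the yeast strain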;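 note: median channel GFP fluorescence of the barcoded RPL19A-GFP strain; ratio of sample median GFP to plate DMSO average so 100% = DMSO; lower means less RPL19A-GFP as with rapamycin TOR inhibition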
Starred values were filed as active, the others as inactive; ? = inconclusive; [ ] = remark or other dose.

compound	Efflux pump mplx	AHR activator	LAP4-GFP MLPCN	CR mimetic SO	AGP1-GFP MLPCN	MEP2-GFP yeast	CIT2-GFP yeast	RPL19A TOR yeast
COc1ccc(N2CCN(C(=O)c3nn(C)c4c3CS(=O)(=O)c3ccccc3-4)CC2)cc1	-0.1	2	92	101	95	115	97	96
Cc1cccnc1NC(=O)c1sc2ccccc2c1Cl	1.9	69*	74	99	68	99	81	96
CCCCC(CC)COC(=O)C(C#N)=C(c1ccccc1)c1ccccc1 (stereo not drawn)	0.3	-2	105	89	99	95	86	96
CCCC(=O)Nc1cc(OCC)c(NC(=O)NC2CCCCC2)cc1OCC	0.0	1	95	121	97	99	98	98
CCNC(=O)COn1c(SCC(=O)NCC)nc2ccccc2c1=O	0.0	7	95	96	102	101	93	96
Cc1cc(C)cc(N2CC(C(=O)NC3CCCCC3)CC2=O)c1 (stereo not drawn)	-0.1	7	85	100	92	96	92	98
O=C(Cc1ccccc1)NC1CCN(C(=O)NCc2ccccc2)CC1	0.0	1	91	89	101	95	96	97
Cc1ccc2c(C(=O)CCl)c(C)[nH]c2c1	0.2	22	94	79	94	83	88	99
COc1ccccc1NC(=O)Nc1nnc(-c2ccco2)s1	-0.1	5	99	114	94	99	93	97
C=CCN(c1ccc(C(=O)Nc2cc(C)cc(C)c2)cc1)S(C)(=O)=O	-0.1	23	105	103	101	107	101	99
CC(=O)Nc1ccc(C(=O)OCC(=O)c2cccc([N+](=O)[O-])c2)cc1	-0.8	0	90	88	100	95	96	98
O=C(NC(=S)NC(CO)c1ccccc1)c1ccc(F)cc1 (stereo not drawn)	0.2	5	110	95	103	105	97	96
COc1ccc(NC(=O)C/C(C)=N/NC(=O)C2CCCCC2)c([N+](=O)[O-])c1	-0.2	-2	82	105	90	106	86	92
Cc1c(C(=O)N(C)CCC#N)oc2ccc(S(=O)(=O)N3CCOCC3)cc12	0.0	2	106	103	105	96	101	98
Cn1c(CNC(=O)CNS(=O)(=O)c2ccc(F)cc2F)cc(=O)n(C)c1=O	0.0	1	100	101	101	102	100	99
O=C1Nc2ccccc2C(O)(C(=O)NCc2ccco2)N1c1ccc(Cl)cc1 (stereo not drawn)	0.0	-1	108	105	103	103	101	102
C=CCn1c(SCn2nnc3ccccc3c2=O)nnc1-c1ccc(F)cc1	0.1	0	88	116	88	100	83	94
COC(=O)c1ccc(NC(=O)CSCc2ccc(C)cc2)cc1	-0.1	-1	126	76	101	103	102	106
O=C(O)c1ccccc1/C=N/Nc1ccc(S(=O)(=O)N2CCCC2)cc1[N+](=O)[O-]	0.0	0	118	88	102	99	95	100
Cc1cc(SCC(=O)Nc2cccc(S(=O)(=O)N3CCOCC3)c2)nc2ccccc12	0.2	-3	103	87	117	108	91	108
O=C(Cn1cnc2cc([N+](=O)[O-])ccc2c1=O)Nc1ccc2c(c1)CCC2	0.0	1	100	114	103	104	100	99
O=C(CSc1nnc(-c2ccccc2)n1CC1CCCO1)N1CCCC1 (stereo not drawn)	0.0	-1	88	98	104	99	104	98
O=C(COC(=O)c1cnc(Cl)c(Cl)c1)NC1CCCCCC1	0.0	-1	95	125	97	92	91	96
Cc1ccc(C(=O)N/N=C\c2ccc(-c3ccc(Cl)c(Cl)c3)o2)cn1	-0.1	-4	131	107	98	98	86	99
Cc1cc(OCCN2CCOCC2)nc2ccccc12	0.1	1	95	102	97	94	92	103
COc1cc2ccccc2cc1C(=O)N(CCN(C)C)c1nc2c(F)cccc2s1	-0.1	6	98	93	104	91	94	96
CC(C)CC(c1nnnn1C1CCCC1)N1CCC(C(N)=O)CC1 (stereo not drawn)	-0.1	-1	97	102	92	98	94	93
O=C(CCN1C(=O)/C(=C/c2ccccc2Cl)SC1=S)NNC(=O)c1cccnc1	0.0	22	97	106	94	93	84	95
COc1cc(OC)cc(C(=O)NC(C)c2cnn(-c3ccccc3C)c2C)c1 (stereo not drawn)	-0.2	5	90	75	101	107	105	107
COc1ccc(C(CNC(=O)c2ccc(S(=O)(=O)N3CCCC3)cc2)N2CCOCC2)cc1 (stereo not drawn)	0.1	1	93	104	92	94	93	94
CCO[C@@H]1c2c(ccc3ccc(=O)oc23)OC(C)(C)[C@@H]1O	-0.1	0	96	102	96	94	94	97
CC(C)c1ccc(NC(=O)CC2Oc3ccccc3NC2=O)cc1 (stereo not drawn)	-0.1	13	83	106	94	97	118	97
NC(=O)c1ccc2c(=O)n3c(-c4cccs4)csc3nc2c1	0.1	14	130	91	92	102	99	102
CCN(CC)C(=O)CSc1nnc2cc(C)c3ccccc3n12	-0.1	52*	101	105	98	102	107	112
CC1(C)N=C(N)N=C(N)N1c1cccc(CN)c1	0.2	-1	93	90	98	91	91	95
COc1cc(C(=O)NCCCc2nc3ccccc3n2Cc2cc(C)ccc2C)cc(OC)c1OC	-0.2	10	102	91	100	102	95	98
Cc1ccc(-c2ocnc2C(=O)Nc2ccccc2NC(=O)c2ccccn2)cc1	0.0	31	106	87	97	95	93	101
CCOC(=O)N1CCN(CC(O)COc2cc(C)ccc2C(C)C)CC1 (stereo not drawn)	0.2	4	83	101	93	89	93	101
O=C(Nc1cccc(Oc2ccc3c(c2)C(=O)NC3=O)c1)c1ccco1	0.0	0	102	107	106	106	105	102
Cc1cccc(OCCCC(=O)Nc2ccc(S(=O)(=O)Nc3ncccn3)cc2)c1C	2.5	-2	100	98	104	100	104	100
CC(C)=NNc1nc2c(c(=O)n(C)c(=O)n2C)n1CCc1ccccc1	0.1	12	97	104	88	107	88	75
NC(=O)CC(NC(=O)Cc1cccc2ccccc12)c1ccc(N2CCC(Cc3ccccc3)CC2)c([N+](=O)[O-])c1 (stereo not drawn)	0.0	1	84[may fluoresce red]	100	93[may fluoresce red]	100[may fluoresce red]	80[may fluoresce red]	?
O=C(OCC(=O)N1CCN(C(=O)c2ccco2)CC1)c1c(Cl)cccc1Cl	0.2	0	109	114	98	96	82	92
O=C(O)c1ccc(-n2nnnc2SCc2ccccc2F)cc1	-0.1	-1	106	130	97	113	101	103
CC(=O)Nc1ccc(/C=C/c2nc3ccccc3[nH]c2=O)cc1	0.0	17	105	106	95	105	90	95
O=C(Nc1nnc(-c2ccc(F)cc2)s1)C1CCN(S(=O)(=O)c2ccc(Cl)cc2)CC1	-0.1	19	93	104	99	101	94	96
CCOC(=O)c1ccc(N=Cc2nc3ccccc3n2C)cc1	0.0	17	98	156	100	96	97	98
Cc1noc(C)c1NC(=O)Nc1ccc2c(c1)C(=O)N([C@H](C)CO)C[C@H](C)[C@@H](CN(C)S(=O)(=O)c1ccc(F)cc1)O2	-0.2	1	95	112	98	99	100	94
Cc1cc(C)c2cc(CN(CCO)Cc3nnnn3Cc3ccccc3)c(=O)[nH]c2c1	0.3	8	94	109	95	102	92	100
NC(=O)CC(NC(=O)c1ccc(Br)cc1)c1ccc(NCCc2ccc(F)cc2)c([N+](=O)[O-])c1 (stereo not drawn)	0.2	0	114	99	92	96	97	100
COCCCn1c(=O)c2sccc2n2c(CCCC(=O)NCc3cccc(OC)c3)nnc12	-0.2	-1	100	93	104	111	110	103
COc1cccc(N2CCN(C(=O)C3CCN(S(=O)(=O)c4ccc5c(c4)oc(=O)n5C)CC3)CC2)c1	-0.1	-2	100	84	103	94	104	97
CCOc1ccc(-c2cccc(NS(=O)(=O)c3cc([N+](=O)[O-])ccc3C)c2)nn1	0.0	2	106	104	99	97	91	98
Cc1ccc(C(=O)COC(=O)CN2C(=O)C3C4C=CC(C4)C3C2=O)cc1[N+](=O)[O-] (stereo not drawn)	-0.1	0	95	100	104	101	103	104
CCn1c(CC(=O)Nc2ccccc2F)nnc1SCC(=O)Nc1nnc(C)s1	-0.1	1	95	92	103	104	99	104
Cc1ccccc1OCCOCCN1CCCCCC1	0.1	4	90	102	101	108	104	107
CC1CCCC(NC(=O)COC(=O)/C=C/c2ccco2)C1C (stereo not drawn)	0.1	0	93	105	94	98	82	96
CN(CC(=O)N1CC=C(c2ccccc2)CC1)S(=O)(=O)c1ccc2c(c1)c(=O)n(C)c(=O)n2C	-0.1	-4	112	99	100	96	93	98
O=C(NC1CCCCC1)C(c1ccc(O)cc1)N(CC1CCCO1)C(=O)C1COc2ccccc2O1 (stereo not drawn)	0.1	1	90	106	86	89	85	97
CCN1C(=NCCCOC(C)C)N[C@@H](CCc2ccccc2)[C@H](C(=O)NCCCOC(C)C)[C@H]1C	0.3	0	91	94	100	97	91	108

An excerpt from above in order of count of non-hydrogen atoms, high to low:
compound	Efflux pump mplx	AHR activator	LAP4-GFP MLPCN	CR mimetic SO	AGP1-GFP MLPCN	MEP2-GFP yeast	CIT2-GFP yeast	RPL19A TOR yeast
CCN1C(=NCCCOC(C)C)N[C@@H](CCc2ccccc2)[C@H](C(=O)NCCCOC(C)C)[C@H]1C	0.3	0	91	94	100	97	91	108
CC(C)=NNc1nc2c(c(=O)n(C)c(=O)n2C)n1CCc1ccccc1	0.1	12	97	104	88	107	88	75
CC1CCCC(NC(=O)COC(=O)/C=C/c2ccco2)C1C (stereo not drawn)	0.1	0	93	105	94	98	82	96

(further entries)
compound	Efflux pump mplx	AHR activator	LAP4-GFP MLPCN	CR mimetic SO	AGP1-GFP MLPCN	MEP2-GFP yeast	CIT2-GFP yeast	RPL19A TOR yeast
COc1ccc(CCNC(=O)c2cccnc2Cl)cc1OC	0.1	1	106	100	102	95	93	95
Cc1ccc(N=c2ssnc2Cl)cc1	-0.1	18	163*	102	78	99	81	89
N#CCn1c(CN2CCCC2)nc2ccccc2c1=O	-0.1	-1	104	96	101	107	106	101
O=C1CCCC2=C1C(c1cccs1)Nc1ccccc1N2 (stereo not drawn)	-0.4	-1	118	87	104	101	96	88
O=C(CCC(=O)N1CCSc2ccccc21)NC1CCCCC1	-0.4	2	102	106	106	109	115	103
COC(=O)c1cnc2ccccc2n1	-0.1	-2	93	95	91	93	93	97
CN1c2ccccc2C(C)(C)C12CC(CCl)=NO2 (stereo not drawn)	-0.1	0	103	111	102	107	110	100
CCCCOC(=O)n1c(SCC(=O)N(CC)CC)nc2ccccc21	0.1	-7	94	107	85	93	92	90
COc1ccc(/C=C/C(=O)N2CCN(c3ccccn3)CC2)cc1OC	0.0	5	87	97	112	100	111	105
CC(C)Cn1c(SCC(=O)Nc2cc(Cl)c(Cl)cc2Cl)nc(O)cc1=O	0.0	5	119	98	106	104	90	100
N#CCC(=O)Nc1ccc(C(=O)OCC(=O)N2CCN(C(=O)c3ccco3)CC2)cc1	0.1	-1	94	128	96	105	100	97
O=C(CSc1nnc(-c2cccs2)o1)OC1CCCCC1	0.0	0	119	102	108	109	94	106
COC(=O)[C@@H](Cc1c[nH]c2ccccc12)NC(=O)CNC(=O)c1ccccc1OC	-0.1	2	107	89	104	99	98	98
CC(CCc1ccccc1)NC(=O)CSc1cccc[n+]1[O-] (stereo not drawn)	0.0	0	90	114	88	99	100	99
CSCCC(NC(=O)c1ccc([N+](=O)[O-])cc1Cl)C(=O)OCC(=O)N1CCN(C(C)=O)CC1 (stereo not drawn)	0.1	0	108	110	102	99	87	97
COc1ccc(NC(=O)Nc2ccc(C)cc2Br)c(OC)c1	-0.1	8	104	95	108	120	112	103
O=C(COC(=O)CCS(=O)(=O)c1ccccc1)Nc1ccccc1	0.0	2	94	104	93	96	99	97
CN1C(=O)/C(=C2\SC(=S)N(CCCCCC(=O)O)C2=O)c2ccccc21	0.2	3	96	100	98	99	98	94
CN(C)c1nc(N)nc(/C(C#N)=C/C2CC3C=CC2C3)n1 (stereo not drawn)	0.1	47*	102	100	95	108	93	96

Not a hit list; overall some 3.9% were active at least once.
